# Source: PubChem (The Scripps Research Institute Molecular Screening Center)
# CHO parental Ca – signal in parental CHO cells, OX1R antagonist counter-screen. parental CHO-K1, ATP-induced calcium, Fluo-8 fluorescence. inhibition, % at 5.6 µM. 330,000 compounds, 0.63% hits. AID 463079;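 active = inhibition above that plate's mean sample inhibition plus 3 SD, cut at about 26% in these data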;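 also: 0% = ATP-challenged DMSO wells and 100% = DMSO wells without ATP; some compounds past the cut are filed as inactive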
#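 Assay system – parental CHO cells · Reagent – ATP stimulus · Detection – intracellular calcium via Fluo-8 no-wash fluorescent dye · Evaluation – percent inhibition of ATP-evoked calcium rise, normalized to controls · Controls – ATP wells versus no-ATP DMSO wells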
# M1 PAM parental – counter-screen for M1 PAMs: effect in parental CHO-K1 cells | ATP EC20, Fluo-8 calcium fluorescence; 0% at ATP EC20, 100% at ATP max | activation, % at 3 µM | 360,000 compounds, 0.02% hits | AID 602247;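 active = activation above the run cutoff, the mean activation of all test compounds plus 3 SD, cut at about 40% in these data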;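 also: peak over basal fluorescence ratio in a 140 s read after ATP addition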
# V1aR counter – activates human V1a receptor in oxytocin agonist counter-screen | CHO-V1R cells, Fluo-8 calcium fluorescence, agonist mode; 0% DMSO, 100% 3 nM vasopressin | activation, % at 3 µM | 320,000 compounds, 0.25% hits;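 active = activation above the mean activation of all tested compounds plus 3 SD, per screening run, cut at about 20% in these data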;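 also: signal is peak over basal fluorescence ratio across a 100 second FLIPR read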
# GPR7 antagonist – antagonists of human GPR7 (neuropeptides B/W receptor 1); P48145; GPR7-expressing cells, fluorescence antagonist assay; inhibition, % at 4.4 µM; 290,000 compounds, 1.1% hits; AID 1861; in the data active = inhibition above about 16%, passing the limit was not always enough;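 also: cells stimulated with the agonist NPW; 0% = agonist with vehicle and 100% = vehicle without agonist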
# Target sequence (P48145 whole entry, looked up): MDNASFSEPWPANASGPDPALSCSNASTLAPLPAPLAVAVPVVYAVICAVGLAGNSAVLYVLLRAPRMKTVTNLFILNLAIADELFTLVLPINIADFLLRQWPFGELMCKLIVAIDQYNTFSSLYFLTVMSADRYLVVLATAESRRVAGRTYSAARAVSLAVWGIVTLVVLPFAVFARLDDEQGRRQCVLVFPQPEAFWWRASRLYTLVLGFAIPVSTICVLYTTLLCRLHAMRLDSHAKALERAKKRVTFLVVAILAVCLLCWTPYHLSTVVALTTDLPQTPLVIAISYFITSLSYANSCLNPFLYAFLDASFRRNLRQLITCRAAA
# OXTR ag – activates the human oxytocin receptor. P30559. activation, % at 3 µM. 320,000 compounds, 0.32% hits. AID 2435. CHO-OTR cells, Fluo-8 calcium fluorescence; normalized: DMSO 0%, oxytocin 100%;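 active = activation above the mean of all tested compounds plus 3 SD, cutoff set per screening run, cut at about 20% in these data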;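 also: peak over basal fluorescence ratio from a 100 s FLIPR kinetic read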
# Target sequence (P30559 whole entry, looked up): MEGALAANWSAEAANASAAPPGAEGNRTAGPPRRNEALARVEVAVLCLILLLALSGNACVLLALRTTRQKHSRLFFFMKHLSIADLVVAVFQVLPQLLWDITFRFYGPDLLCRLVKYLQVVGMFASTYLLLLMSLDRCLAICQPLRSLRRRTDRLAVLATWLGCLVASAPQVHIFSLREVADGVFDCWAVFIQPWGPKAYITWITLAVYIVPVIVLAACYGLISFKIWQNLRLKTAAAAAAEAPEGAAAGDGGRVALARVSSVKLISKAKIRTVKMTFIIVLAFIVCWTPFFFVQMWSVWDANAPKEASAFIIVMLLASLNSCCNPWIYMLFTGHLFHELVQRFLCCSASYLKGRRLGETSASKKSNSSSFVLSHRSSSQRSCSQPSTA
# M1 ag parental – M1 agonist counterscreen hit in parental CHO-K1 cells; Fluo-8 calcium fluorescence; scaled to maximal ATP response, vehicle zero; activation, % at 3 µM; 360,000 compounds, 0.48% hits; AID 602248; in the data active = activation above about 15%;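 also: untransfected CHO-K1 host cells lacking M1 receptor as counterscreen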
# TAAR1 antag – human TAAR1 antagonism; AID 624466; Q96RJ0; inhibition, % at 3 µM; 360,000 compounds, 1.5% hits; CHO RD-HGA16 TAAR1, Fluo-8 calcium fluorescence, antagonist;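 active = inhibition above a per-plate cutoff, the mean inhibition of test compounds on that plate plus 3 SD, cut at about 49% in these data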;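 also: 0% = DMSO plus EC80 beta-PEA response and 100% = DMSO alone without agonist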
# Target sequence (Q96RJ0 whole entry, looked up): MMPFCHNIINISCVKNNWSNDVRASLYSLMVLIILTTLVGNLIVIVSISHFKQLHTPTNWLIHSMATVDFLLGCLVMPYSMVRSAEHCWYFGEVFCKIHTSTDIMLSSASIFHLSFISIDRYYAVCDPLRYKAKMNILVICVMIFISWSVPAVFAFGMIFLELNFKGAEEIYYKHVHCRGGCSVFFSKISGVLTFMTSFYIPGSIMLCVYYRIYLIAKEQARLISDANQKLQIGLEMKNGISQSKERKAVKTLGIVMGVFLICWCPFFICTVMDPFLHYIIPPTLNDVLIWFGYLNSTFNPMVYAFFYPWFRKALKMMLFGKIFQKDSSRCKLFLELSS
#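 Test system – hTAAR1-expressing CHO RD-HGA16 cells, Gα16-coupled · Also added – β-PEA at EC80 concentration, post-compound challenge · Compound – 3 µM, single point · Incubation – dye loading 75 min at 37 °C, then 30 min room temperature · Measured by – Fluo-8 intracellular calcium dye fluorescence, real-time kinetic reads · Benchmarks – vehicle and agonist controls · Replicates – singlicate, one well per test compound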
# OXTR potentiator – potentiates the human oxytocin receptor response; P30559; CHO-OTR cells, Fluo-8 calcium fluorescence, potentiator mode; 0% = oxytocin EC15, 100% = EC100; activation, % at 3 µM; 320,000 compounds, 0.061% hits;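 active = activation above that plate's cutoff, the mean activation of tested compounds plus 3 SD, cut at about 6.6% in these data, passing the limit was not always enough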;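 also: 100% uses oxytocin at 75 nM as the full agonist control; some results filed as inactive read as strong as hits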
#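 Assay system: CHO-OTR cells, human receptor / Also added: oxytocin at about EC15, sub-maximal agonist stimulus / Dosing: single dose, 3.0 µM nominal final compound concentration / Incubation: 6 min pre-incubation, 100 s read / Technique: Fluo-8 calcium dye fluorescence / Read-out: % activation vs EC15 and EC100 oxytocin / Benchmarks: EC15 oxytocin low, 75 nM oxytocin high / Replicates: singlicate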
# CHO-K1 Ca antag – M1 antagonist counterscreen hit in parental CHO-K1 cells; ATP-induced calcium, Fluo-8 fluorescence; inhibition, % at 3 µM; 360,000 compounds, 0.6% hits; AID 602250;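 active = inhibition above a per-plate cutoff, the plate's mean sample inhibition plus 3 SD, cut at about 24% in these data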;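 also: 0% = DMSO plus EC80 ATP and 100% = DMSO alone without ATP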
# * = called active by the depositor; nt = no result given.
SMILES,CHO parental Ca,M1 PAM parental,V1aR counter,GPR7 antagonist,OXTR ag,M1 ag parental,TAAR1 antag,OXTR potentiator,CHO-K1 Ca antag
Cc1cccc(NC(=O)Cn2nnc3ccccc32)c1,-17,-11,0.2,-4,0.6,-0.2,-7,0,13
CCOC(=O)CSc1nc(C)c(C(C)=O)cc1C#N,-13,10,-0.1,-8,-0.6,0.1,9,-2,1
NC(=S)n1[nH]c(-c2ccc([N+](=O)[O-])cc2)c(N=Nc2cccc(Cl)c2)c1=O,nt,-5,nt,-8,nt,0.7,13,nt,4
NS(=O)(=O)c1ccc(Cl)c(S(N)(=O)=O)c1,nt,13,nt,nt,nt,0.0,6,nt,-16
Cc1[nH]c2ccccc2c1/C=N/NC(=O)CNC(=O)COc1ccccc1,-14,10,0.1,-14,0.1,0.2,5,-25,-2
CCOC(=O)C(Cc1ccccc1)NC(=O)CCCC(=O)c1ccccc1 (stereo not drawn),47*,12,2.6,21,-0.1,2.8,-8,-10,4
Cc1ccc(OCC(=O)Nc2ccc(N3CCN(S(C)(=O)=O)CC3)cc2)cc1,6,-14,1.7,-1,0.5,0.2,-31,1,12
Cc1csc(NC(=O)c2ccc(Cn3nc(C)c(Br)c3C)o2)n1,25,4,9.5,7,11,17*,43,-14,14
O=C(O)c1cccc(S(=O)(=O)Nc2ccccc2Cl)c1,-10,11,0.7,-9,0.1,-0.3,6,-3,-6
CCCCc1c(-c2ccccc2OC)ncn1CCc1ccc(Cl)cc1,nt,7,nt,nt,nt,5.1,31,nt,2
CCN(CC)CCNC(=O)c1ccc(CS(=O)(=O)c2ccc(Br)cc2)o1,-4,-1,0.5,-4,0.4,0.1,0,4,7
O=C(O)c1nn(CC(=O)N2CCCCCC2)c(=O)c2ccccc12,-7,2,-0.3,-11,0.4,16*,-12,-2,3
COC(=O)c1ccc(S(=O)(=O)NCc2ccco2)o1,-18,10,-0.7,-5,-0.5,0.8,-15,4,-9
Cc1occc1C(=O)O/N=C(\N)c1ccc(Cl)cc1,-7,19,-0.2,-8,-2.2,0.7,1,-4,-18
Cn1cccc1C(=O)OCc1nc2ccccc2c(=O)[nH]1,-10,9,1.9,nt,0.3,0.0,-1,1,-18
O=C1CCC(c2ccccc2)=NN1Cc1c(F)cccc1Cl,-14,2,-1.0,-9,-3.3,1.0,-24,1,-14
CSc1nc(C)cc(Oc2ccccc2)n1,-21,29,-0.7,-6,-2.6,0.8,-25,1,-11
CCC1(c2ccccc2)SC(N)=NC1=O (stereo not drawn),nt,-14,nt,nt,nt,0.5,15,nt,10
CCOC(=O)NNc1ccc(C(F)(F)F)cn1,-5,21,-1.6,-9,0.2,0.6,-18,-1,-5
CC1CCC(C(C)C)C(OC(=O)CSc2nnc(N)s2)C1 (stereo not drawn),-25,10,-1.0,-2,-2.3,0.5,12,-6,-3
CN(c1cccc(Cl)c1)S(=O)(=O)c1cccc(C(=O)NC2=NCCS2)c1,-5,5,1.4,1,3.8,3.0,19,-8,-7
CN(CC(=O)Nc1ccc(Cl)cc1)C(=O)CNC(=O)c1ccc(Br)o1,-23,-10,0.8,nt,0.3,0.2,-11,-3,9
CCNC1(C#N)CCN(Cc2ccccc2)CC1,nt,3,nt,nt,nt,0.3,8,nt,-12
Oc1c(C2=NCCNC(C(F)(F)F)=C2)ccc2ccccc12,nt,20,nt,1,nt,0.1,6,nt,-3
COCCn1c(SCC(=O)NN2C(=O)NC(C)(c3ccccc3)C2=O)nnc1-c1ccncc1 (stereo not drawn),6,10,-0.1,nt,0.1,0.8,-4,-3,-11

# 3 of the entries above in order of the TAAR1 antag value, rising.
mol,TAAR1 antag
CSc1nc(C)cc(Oc2ccccc2)n1,-25
CN(CC(=O)Nc1ccc(Cl)cc1)C(=O)CNC(=O)c1ccc(Br)o1,-11
CCC1(c2ccccc2)SC(N)=NC1=O (stereo not drawn),15

# Remaining list, next part
SMILES,CHO parental Ca,M1 PAM parental,V1aR counter,GPR7 antagonist,OXTR ag,M1 ag parental,TAAR1 antag,OXTR potentiator,CHO-K1 Ca antag
COc1ccc(OCc2nnc(SCC(=O)Nc3ccccc3C#N)o2)cc1,-3,4,0.1,-6,0.8,1.2,-11,1,-6
CCCP(=O)(CC(=O)O)c1ccccc1 (stereo not drawn),-2,13,1.7,3,0.2,0.0,3,0,-9
CCSC1=C(C#N)C2(CCCC2)C(C#N)=C(N)N1,-11,19,-0.1,-2,-0.4,1.4,9,-4,-6
CCCc1c(O)c2ccccc2[nH]c1=O,30,24,0.9,-12,0.3,0.3,3,-13,-9
O=C(c1ccc(Cn2cnnn2)cc1)N1CCCC(Nc2ccc(F)c(F)c2)C1 (stereo not drawn),-15,-8,0.8,-5,2.1,2.1,-6,-4,-11
Cc1ccccc1/C=C/c1nc2ccccc2c(=O)n1CCc1ccccc1,-12,6,-0.2,-2,-1.5,-0.5,9,7,-7
O=C(Oc1ccc(Oc2ccccc2)cc1)N1CCC(O)CC1,-5,17,5.4,2,3.6,5.4,5,-20,-7
Cn1c2ccccc2n2c(=O)c(=O)n(CC(=O)N3CCCc4ccccc43)nc12,1,nt,0.0,-12,0.3,nt,nt,-7,nt
CCOC(=O)C1CC(=O)c2ccccc2C1c1ccccc1 (stereo not drawn),nt,9,nt,nt,nt,-1.0,17,nt,-11
CC(=O)N1CCOc2cc(S(=O)(=O)NC(C)c3ccccc3)c(Cl)cc21 (stereo not drawn),-11,2,8.5,4,5.7,0.7,-4,-8,7
CN(C(=O)CSc1nc(N)c2c3c(sc2n1)CSC(C)(C)C3)c1ccccc1,-34,8,1.4,-5,-0.8,1.9,15,-11,2
COc1ccccc1-c1cc(C(=O)O)c2c(=O)n(C)c(=O)n(Cc3ccccc3)c2n1,8,1,0.1,-5,0.4,-0.1,-19,0,1
COc1ccc(-c2nc3c(c(=O)[nH]c(=O)n3Cc3ccccc3)n2CCO)cc1,-11,15,0.4,-15,0.4,0.4,-13,-5,-2
Cc1ccc(/C=C2\C(=O)NC(=O)N2C)o1,0,10,0.4,-9,-0.8,-0.2,-12,-9,4
O=c1c2c(nc3c(-c4cccc5ccccc45)c[nH]n13)CCC2,-26,17,4.1,0,3.6,0.4,-9,-13,-5
CC(C)c1ccc(NCCC(=O)c2ccc(Br)cc2)cc1,7,-6,0.6,-9,0.7,-0.4,-8,1,15
CC(N=Cc1c(O)c2ccccc2oc1=O)C(=O)O (stereo not drawn),5,20,0.8,-13,-0.4,4.2,10,-6,2
C=CCNc1ncnc2c1cnn2-c1ccc(C)cc1C,-12,20,-0.4,0,-0.6,1.0,-28,-5,0
NC(=O)c1ccc(NC(=O)CCCN2C(=O)NC3(CCCC3)C2=O)cc1,-10,-2,-0.1,nt,0.9,0.9,-9,0,5
CCOCCCNC(=O)c1c[nH]c2ccc(S(=O)(=O)Nc3cccc(OC)c3)cc2c1=O,3,11,0.5,-12,-0.8,0.1,-2,-12,-7
Cc1onc(-c2ccccc2Cl)c1C(=O)Nc1ccc(OCC(=O)N2CCOCC2)cc1,4,11,0.5,4,-0.4,1.0,-1,1,1
COCCNC(=O)C1(C)CCCN(C(=O)c2ccc(C)c(F)c2)C1 (stereo not drawn),nt,1,nt,nt,nt,-0.4,17,nt,10
OCCCc1nc2ccccc2n1CCCCOc1ccccc1,-1,7,2.2,9,2.5,13,-12,0,-3
O=C(N/N=C/c1ccccn1)C(O)c1ccccc1 (stereo not drawn),-3,21,1.4,-2,-1.3,1.7,-31,-14,-5
CC1CCCN(C(=O)COC(=O)C2CCN(S(=O)(=O)c3ccc(Cl)c(C(F)(F)F)c3)CC2)C1 (stereo not drawn),-10,12,2.2,nt,-0.7,0.3,7,-4,-8

# A stretch from further up, as a working copy:
SMILES,CHO parental Ca,M1 PAM parental,V1aR counter,GPR7 antagonist,OXTR ag,M1 ag parental,TAAR1 antag,OXTR potentiator,CHO-K1 Ca antag
Cc1cccc(NC(=O)Cn2nnc3ccccc32)c1,-17,-11,0.2,-4,0.6,-0.2,-7,0,13
CCOC(=O)CSc1nc(C)c(C(C)=O)cc1C#N,-13,10,-0.1,-8,-0.6,0.1,9,-2,1

# Further compounds follow.
SMILES,CHO parental Ca,M1 PAM parental,V1aR counter,GPR7 antagonist,OXTR ag,M1 ag parental,TAAR1 antag,OXTR potentiator,CHO-K1 Ca antag
Cc1cccn2c(=O)c(C=C(C#N)C#N)c(N3CCN(c4cccc(Cl)c4)CC3)nc12,-30,4,0.0,1,-1.1,-0.6,-3,-16,-5
CCOc1ncc(S(=O)(=O)N2CCN(CC)CC2)cc1C(=O)O,-7,12,0.6,-14,-0.1,5.7,0,-7,3
CN(Cc1ccc(Cl)cc1)C(=O)c1cc(S(=O)(=O)N2CCOCC2)ccc1N1CCCC1,-25,19,-1.1,nt,-2.8,0.2,-3,-2,-4
Cc1ccc(NS(=O)(=O)c2ccc(C(=O)NCc3cccnc3)cc2)cc1,1,13,2.9,2,3.1,6.4,0,-9,-10
COc1ccc(NC(=O)c2cc(C3CCCCN3S(=O)(=O)c3ccc(C#N)cc3)on2)c(C)c1 (stereo not drawn),nt,14,nt,nt,nt,3.9,24,nt,-11
O=C(CSc1nnc(CNC(=O)c2ccc(F)cc2)o1)Nc1nccs1,-5,2,-0.9,-10,0.9,0.0,-7,-4,6
Cn1cccc1C(=O)C(=O)Nc1cc(Cl)cc(Cl)c1,-11,11,-0.6,-3,-2.0,0.9,32,-2,-4
CCCOc1cccc(C(=O)NCCNC(=O)c2ccco2)c1,-9,-10,1.0,1,0.5,0.4,-8,-6,-4
CCOC(=O)N1CCC(Nc2c(OCC)c(=O)c2=O)CC1,-4,7,-0.2,-4,0.7,-0.3,-1,-3,3
CSc1cnn(CCC#N)c(=O)n1,nt,5,nt,nt,nt,1.3,-9,nt,-14
Cc1ccc(C)c(Cn2c(O)c(N=NC(=S)Nc3ccccc3F)c3ccccc32)c1,-8,24,0.3,-3,0.2,2.2,-2,-6,-12
CCc1nc(-c2ccc(-c3ccc(OC)cc3)nc2OC)no1,-20,8,-0.2,1,5.3,0.0,-1,-13,-6
O=C(O)c1ccc(C(=O)c2ccc3c(c2)C(=O)N(CCO)C3=O)cc1,9,-3,0.3,-13,1.6,0.2,-3,-12,-4
Cc1ccc(COc2cccc(/C=N/NC(=O)c3nnn(-c4nonc4N)c3C)c2)cc1,-4,-10,0.5,-18,-0.3,-0.3,-9,-3,7
Cc1ccccc1-c1nc(CS(=O)(=O)CC(=O)NCCCN2CCCC2=O)c(C)o1,-15,19,-0.1,-1,-1.5,0.5,-8,5,-6
COc1ccc(NC(=S)Nc2cccc(Cl)c2Cl)cc1OC,-20,13,0.8,-2,-0.5,0.5,7,-3,-12
CC(Oc1ccc(Cl)cc1)C(=O)Nc1cccc(S(=O)(=O)N2CCOCC2)c1 (stereo not drawn),-18,11,7.3,nt,6.8,4.9,12,-11,-21
